Screens deposited in PubChem by National Center for Advancing Translational Sciences (NCATS).
D2 potentiator: HTS Assay for Positive Allosteric Modulators of the Human D2 Dopamine Receptor: Primary Screen for Potentiators | 340,000 tested, 0.34% active | HEK293 T-REx D2, calcium flux, EC20 dopamine potentiation | AID 485347, 2010 | D(2) dopamine receptor (Homo sapiens), P14416 | potentiation, % at 10 µM;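 active means potentiation over 3 SD above the plate norm, cut at about 30% in these data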; further: 0% is about no effect
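Tetracycline-induced Hek293 Trex D2 cells, force-coupled to calcium, loaded with no-wash calcium dye. Compound added with 180 s kinetic read for agonism, then EC20 dopamine and a further 180 s read for potentiation.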
D1 PAM: Potentiators of Human D1 Dopamine Receptor: qHTS; D(1A) dopamine receptor (Homo sapiens), P21728; 360,000 tested, 0.036% active; HEK293 TREx D1 cells, calcium flux, dopamine EC20 potentiation; potentiation, % at 10 µM; in the data active means potentiation above about 30%; further: 0% is about no effect
TRHR PAM: qHTS for Small Molecule Agonists and Allosteric Enhancers of Human TRH Receptor: Primary Screen for Enhancers; Thyrotropin-releasing hormone receptor (Homo sapiens), P34981; TRHR cells, fluo-8 calcium fluorescence, EC20 TRH enhancement; enhancement, % at 2 µM; 360,000 tested, 0.66% active; AID 493056, 2011; in the data active means enhancement above about 30%; further: 0% is about no effect
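Enhancer read-out: after compound pinning and an initial kinetic agonist-mode read, an EC20 of TRH (10 nM final) was injected and fluo-8 calcium signal (Ex 480/Em 530) followed at 1 s/cycle for 100 cycles in TRHR-expressing cells.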
D1 ag: Allosteric Agonists of the Human D1 Dopamine Receptor: qHTS; D(1A) dopamine receptor (Homo sapiens), P21728; HEK293 T-REx D1 cells, calcium flux, agonist mode; activation, % at 2 µM; 360,000 tested, 1% active; further: 0% is about no effect
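Tetracycline-induced HEK293 TREx D1 cells, force-coupled to calcium signalling, were dye-loaded with a no-wash calcium kit. Compound was pin-added after a 10 s baseline. Fluorescence was read kinetically at 1 cycle/s for 180 s, with calcium rises flagged as agonism.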
D2 antag: HTS Assay for Allosteric Antagonists of the Human D2 Dopamine Receptor: Primary Screen for Antagonists | HEK293 TREx D2 cells, calcium flux, dopamine EC80 | inhibition, % at 10 µM | 340,000 tested, 2% active | AID 485344, 2010; in the data active means inhibition above about 30%; further: 0% is about no effect
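Overnight-induced (tetracycline, 30 C) HEK293 T-REx cells carrying force-coupled D2 receive a no-wash calcium dye, then compound, then EC80 dopamine at 180 s; signals are read kinetically throughout.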
TRHR agonist: qHTS for Small Molecule Agonists and Allosteric Enhancers of Human TRH Receptor: Primary Screen for Agonists; Thyrotropin-releasing hormone receptor (Homo sapiens), P34981; TRHR cells, calcium flux fluo-8, FDSS agonist mode; activation, % at 2 µM; 360,000 tested, 0.18% active; further: 0% is about no effect
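Read-out: compound-evoked intracellular calcium rise in TRHR cells, fluo-8 dye, kinetic FDSS fluorescence at 1 s/cycle following a 10-cycle baseline. Cells cultured overnight before dye loading (30 min–1.5 h, RT).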
D2 agonist: HTS Assay for Allosteric Agonists of the Human D2 Dopamine Receptor: Primary Screen for Agonists; D(2) dopamine receptor (Homo sapiens), P14416; HEK293 T-REx D2 cells, calcium flux agonist mode; activation, % at 2 µM; 340,000 tested, 0.53% active;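 active means activation over 3 SD above normal in the single-dose calcium agonist read, cut at about 30% in these data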; further: 0% is about no effect
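Agonism scored from kinetic calcium signal (1 read/sec, 180 s) following compound pin transfer, after a 10 s baseline. Cells: HEK293 Trex line expressing inducible D2 receptor coupled to calcium, dye-loaded after overnight culture at 30 C.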
RXFP1 antagonist: qHTS Assay for Antagonists of the Relaxin Receptor RXFP1 | activity change, negative = inhibition, % at 57.5 µM | 350,000 tested, 0.59% active | Relaxin receptor 1 (Homo sapiens), Q9HBX9 | HEK293-RXFP1, relaxin-stimulated cAMP HTRF, 30 min; stronger effect = lower value;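 active means activity change of -60% or lower, but not beyond a set lower limit; inconclusive means change between -60% and -40%, or beyond the set limit; inactive means change above -40%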; further: on the % scale 0 is the no-effect control and ±100 the full control effect
Target sequence (Q9HBX9 whole entry, looked up): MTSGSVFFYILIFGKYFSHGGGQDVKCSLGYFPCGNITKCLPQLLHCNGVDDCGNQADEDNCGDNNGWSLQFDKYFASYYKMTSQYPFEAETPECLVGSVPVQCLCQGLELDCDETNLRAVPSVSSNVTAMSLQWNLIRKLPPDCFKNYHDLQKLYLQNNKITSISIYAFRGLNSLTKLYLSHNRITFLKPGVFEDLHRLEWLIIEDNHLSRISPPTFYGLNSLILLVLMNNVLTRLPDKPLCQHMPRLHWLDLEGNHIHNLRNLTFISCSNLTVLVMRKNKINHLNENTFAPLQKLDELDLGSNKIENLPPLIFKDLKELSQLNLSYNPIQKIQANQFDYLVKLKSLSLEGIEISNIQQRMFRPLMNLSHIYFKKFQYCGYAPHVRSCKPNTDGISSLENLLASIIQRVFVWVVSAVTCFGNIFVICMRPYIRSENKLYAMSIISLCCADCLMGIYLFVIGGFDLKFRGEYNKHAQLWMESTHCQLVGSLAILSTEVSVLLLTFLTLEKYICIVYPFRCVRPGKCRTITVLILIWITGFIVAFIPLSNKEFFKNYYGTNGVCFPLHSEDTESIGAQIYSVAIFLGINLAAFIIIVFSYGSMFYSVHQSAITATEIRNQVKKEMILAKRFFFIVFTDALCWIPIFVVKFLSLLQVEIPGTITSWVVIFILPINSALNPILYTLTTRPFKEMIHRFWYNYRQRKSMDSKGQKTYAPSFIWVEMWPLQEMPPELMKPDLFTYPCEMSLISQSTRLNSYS
D1 antagonist: Antagonist of Human D 1 Dopamine Receptor: qHTS. D(1A) dopamine receptor (Homo sapiens), P21728. HEK293 TREx D1 cells, calcium flux, dopamine EC80; stronger effect = lower value. activity change, negative = inhibition, % at 10 µM. 360,000 tested, 3.2% active. AID 504652, 2011; in the data active means activity change below about -30%; further: on the % scale 0 is the no-effect control and ±100 the full control effect
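After overnight tetracycline induction at 30 C, force-coupled D1 HEK293 cells took up a no-wash calcium dye at room temperature. Compounds were added and monitored 180 s, and the response to EC80 dopamine was then recorded.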
* marks the source's active call; other numbers are inactive results; ? = inconclusive; nt = not tested or not shown; & = joins results of further samples. Unless noted, no stated cut-off is given here; in the data, active means activation above about 30%; inactive means the rest.

SMILES	D2 potentiator	D1 PAM	TRHR PAM	D1 ag	D2 antag	TRHR agonist	D2 agonist	RXFP1 antagonist	D1 antagonist
O=C(CN1C(=O)C2(OCCCO2)c2ccccc21)NCc1ccccc1	-5	0	-10	3	6	0.0	0.4	-1	-4
O=C(O)c1ccccc1C(=O)Nc1ccc(-c2csc(-c3ccccc3)n2)cc1	-2	-4	5	0	-9	0.6	-0.9	12	-21
COc1ccc(CNC(=O)CC(C)n2nc(C)cc2C)cc1 (stereo not drawn)	-7	1	5	2	nt	0.5	0.0	-3	-6
N#Cc1c(NC(=O)CN2CCCCC2)sc2c1CCC2	13	9	15	3	-25	0.3	0.8	-10	12
COc1c(-c2ccc(O)c(O)c2)oc2cc(O)cc(O)c2c1=O	20	-2	1	2	26	0.1	-3.3	nt	1
CCOC(=O)c1ccc(N2C(=O)c3n[nH]c(C)c3C2c2ccc(OC)cc2)cc1 (stereo not drawn)	0	4	-3	6	nt	-2.0	nt	-9	10
Cc1cc(=O)oc2cc3c(cc12)OCO3	4	-5	0	5	4	0.2	0.2	2	3
O=C(NCCCN1CCN(CCCNC(=O)c2cc([N+](=O)[O-])ccc2Cl)CC1)c1cc([N+](=O)[O-])ccc1Cl	-8	-2	0	1	-5	0.9	0.4	9	-14
O=C(c1ccncc1)N(Cc1ccccc1)Cc1nc2ccccc2c(=O)[nH]1	4	2	1	0	1	0.0	-0.6	1	0
CCOC(=O)C(=O)Nc1nccs1	3	-3	2	0	12	0.4	0.4	7	-34*
Nc1cc(=O)[nH]c(SCC(=O)Nc2cccc(Cl)c2)n1	-13	1	2	2	-1	0.1	-0.3	-14	-2
CCCCCCSc1cc(-c2nc3ccc(Cl)cn3c2NCCCC)ccc1OC	-6	-4	10	1	4	0.2	-0.1	nt	0
O=C1CC(=O)Nc2cc(S(=O)(=O)N3CCN(c4ccc([N+](=O)[O-])cc4)CC3)ccc2N1	4	-3	-3	4	2	1.1	-0.3	-9	-1
CCOC(=O)C1=C(N)Oc2ccc3ccccc3c2C1c1ccc(O)c(OC)c1 (stereo not drawn)	15	-1	12	3	-19	0.1	0.4	?	-3
CC(C)(C)NCC(O)c1cc(O)cc(O)c1 (stereo not drawn)	5	-2	-8	1	-20	0.2	1.3	16	4
CCOC(=O)C1CCN(C(=O)Cn2ncc3c4ccccc4n(C)c3c2=O)CC1	-5	3	-1	-3	nt	0.5	nt	-5	0
CCC(=O)Nc1c(-c2ccccc2)c(=O)c2ccccc2n1C	-2	3	-2	2	-12	0.1	0.0	13	-1
CC(C)(C)CC(=O)Nc1cc(S(=O)(=O)N2CCOCC2)ccc1N1CCCC1	4	2	-2	0	-8	-0.9	-1.4	-14	1
CCc1ccccc1NC(=O)CC(=O)Nc1ccccc1CC	13	1	1	5	7	-0.1	0.6	-11	-10
CCc1cc(=O)oc2c(CNCc3c(F)cccc3Cl)c(O)ccc12	9	1	-3	0	0	-0.2	-0.2	-1	6
COC(=O)c1cc(C#N)c(Oc2ccc(F)cc2)nc1C	-3	1	-1	0	1	-0.3	-0.9	0	-10
CC#CC(=O)N1CCC(Oc2cccc(C(=O)NCc3ccccn3)c2)CC1	13	3	-11	2	16	-0.1	-0.1	-3	13
Cc1ccc(-c2nc(CS(=O)(=O)CC(=O)NC3CC3)c(C)o2)cc1	16	4	4	0	1	-0.5	-0.5	-2	0
Cc1nc2sc(C(c3ccc(Cl)cc3)N3CC(C)OC(C)C3)c(O)n2n1 (stereo not drawn)	-1	1	10	1	6	0.0	0.3	-1	8
CCN(c1ccc(C)c(C)c1)S(=O)(=O)c1c(C)[nH]c(=O)[nH]c1=O	-23	-4	6	0	28	0.1	0.0	-30	8
COc1ccc2c(c1)c1c(c(=O)n(-c3ccc(C)cc3)c(=O)n1CC(=O)N1CCCC1)n2C	5	-1	-1	-2	nt	-0.1	0.9	3	7
Cc1cccc(N2CCN(C(=O)c3ccc(N4CCCC4=O)cc3)CC2)c1C	3	-5	-5	6	13	-1.3	-0.7	4	-7
O=C(N/N=C/c1cccc(Br)c1)c1ccc(Cn2cc(Br)cn2)o1	-8	2	-3	2	-14	-0.1	0.6	?	-8
O=C1CCCC(O)=C1N=Nc1ccc(C(=O)O)cc1	0	-4	-3	0	1	0.4	0.8	14	-16
Cc1ccc(C(=O)N/C(=C\c2ccc(Cl)cc2)C(=O)NC2CCCCC2)cc1	-17	-1	-7	2	nt	0.4	-2.1	9	2

Sorted by number of heavy atoms (rising): four of the compounds above
SMILES	D2 potentiator	D1 PAM	TRHR PAM	D1 ag	D2 antag	TRHR agonist	D2 agonist	RXFP1 antagonist	D1 antagonist
COC(=O)c1cc(C#N)c(Oc2ccc(F)cc2)nc1C	-3	1	-1	0	1	-0.3	-0.9	0	-10
Cc1ccc(-c2nc(CS(=O)(=O)CC(=O)NC3CC3)c(C)o2)cc1	16	4	4	0	1	-0.5	-0.5	-2	0
CCc1cc(=O)oc2c(CNCc3c(F)cccc3Cl)c(O)ccc12	9	1	-3	0	0	-0.2	-0.2	-1	6
CC#CC(=O)N1CCC(Oc2cccc(C(=O)NCc3ccccn3)c2)CC1	13	3	-11	2	16	-0.1	-0.1	-3	13

(more compounds)
SMILES	D2 potentiator	D1 PAM	TRHR PAM	D1 ag	D2 antag	TRHR agonist	D2 agonist	RXFP1 antagonist	D1 antagonist
CCc1noc(C)c1C(=O)NCCc1ccc(OC)c(OC)c1	-2	-3	-7	4	4	0.0	0.0	3	0
CCOc1ccc(N2CC(C(=O)NCc3nnnn3-c3ccc(C)c(C)c3)CC2=O)cc1 (stereo not drawn)	10	-6&2	2&7	1&1	-2	-0.6&-0.2	0.3&0.9	-22&-28	16&6
CC1CCCCN1C(=S)NC(=O)c1cccs1 (stereo not drawn)	-7	6	-1	3	0	0.7	1.1	2	2
Cc1noc(C(=O)NCc2cccnc2)c1Cl	nt	-2	20	2	nt	0.3	nt	nt	-2
O=c1sc2ccccc2n1COc1ccccc1	4	5	6	1	-6	-2.6	-0.5	-4	-1
CCOC(=O)C1(Cc2ccccc2C(F)(F)F)CCN(Cc2ccon2)CC1	3	0	-5	2	9	-0.1	-0.9	-7	-24
Cn1c(=O)cc(SCC(=O)N2CCCC2)c2cc(Cl)ccc21	4	-6	3	0	2	-0.5	0.0	1	4
COc1ccc(C(=S)N2CCOCC2)cc1OC(=O)c1ccc(C)cc1	0	-6	-3	0	14	0.0	-0.1	0	-3
COc1ccc(Cc2nc(-c3ccccn3)no2)cc1OC	-6	1	-4	9	-5	0.4	-1.1	1	-2
CCN1CCN(C(=O)c2cc3ccc(OC)cc3[nH]2)CC1	-6	-5	0	3	16	1.2	0.0	-4	4
O=S(=O)(c1cnc[nH]1)N1CCc2ccccc21	20	4	4	4	-13	0.9	0.5	-8	9
CC1CN(C(=O)c2cc3cc(F)ccc3[nH]2)CC(C)O1 (stereo not drawn)	1	-4	0	1	2	-0.1	-0.7	-2	-9
O=C(Nc1ccc(Cl)cc1)c1ccc2c(c1)N(Cc1ccccc1)CCS2	17	-2	1	0	nt	0.6	0.3	-15	-9
Clc1cccc(CSc2ccc(-c3cccnc3)nn2)c1	-2	-7	1	-4	6	-0.4	0.2	-26	3
C=CCN(c1ccccc1C(=O)O)S(=O)(=O)c1ccc(C)cc1	4	0	3	3	-1	-0.6	-0.4	3	0
C=CCNC(=O)CN(Cc1ccccc1)S(=O)(=O)c1ccccc1	16	-1	1	1	8	0.1	0.9	8	1
Cc1cccc(C)c1OCc1nnc(SCC(=O)Nc2nccs2)n1-c1ccccc1	11	-3	-4	0	2	-0.1	0.2	7	4
Cc1[nH]c2ccccc2c1-c1nc(-c2ccc(Cl)cc2)nnc1-c1ccccc1	15	-12	4	2	4	-0.2	3.3	nt	-7
Cc1ccc(CNC(=O)c2ccc3c(c2)NC(=O)C(CS(=O)(=O)Cc2ccc(F)cc2)N3)cc1 (stereo not drawn)	-1	-6	20	3	nt	1.0	0.9	-8	-7
COc1cccc(N=C2NC(=O)/C(=C/c3cc([N+](=O)[O-])ccc3O)S2)c1	5	3	1	83*	-17	55*	-0.8	-9	34
CC1CCN(CCC(=O)Nc2ccc3c(c2)OCCO3)CC1	-20	7	-5	1	14	0.7	0.5	nt	-9
CCCS(=O)(=O)N1CCN=C1SCc1ccc(F)cc1	-1	1	4	0	-45	0.6	0.6	14	8
CCOC(=O)c1cc(=O)n(-c2ccc(Cl)cc2C)[nH]1	2	-2	3	8	-6	0.1	0.0	-4	0
CCN(c1ccc(C)cc1C)S(=O)(=O)c1nnc(NC(=O)CC(C)C)s1	-7	-4	3	4	nt	-0.4	-0.5	-13	-24
C/C(=N\OCC(=O)OCC(=O)N(Cc1ccccc1)C(C)(C)C)c1ccc2c(c1)OCO2	9	-10	-5	25	16	1.3	0.3	1	-36*
CCc1ccccc1NC(=O)Cn1c(=O)n(Cc2ccc(OC)cc2)c(=O)c2oc3ccccc3c21	2	-2	35*	-1	nt	-0.5	0.3	4	3
CCOCCCNC(=O)Cn1cnc2c(cnn2-c2ccc(OC)cc2)c1=O	5	-2	2	3	-4	1.4	1.0	-18	-5
COC(=O)c1ccc2nc(NC(=O)C(C)C)sc2c1	6	1	-5	10	-4	0.0	0.1	-6	1
COc1ccccc1CN1COc2ccc3c(C)cc(=O)oc3c2C1	5	1	2	0	nt	0.1	0.3	nt	2
O=C(c1ccco1)N1CCN(Cc2cc(=O)c(OCc3ccccc3)co2)CC1	10	3	-7	-1	-4	-1.1	-0.6	-13	1
CC(C)C(=O)Nc1c2c(nc3c1CCC3)CCCC2	-2	0	-5	1	-2	0.6	0.7	9	-13
CCN(CC)CC#CCC1(O)c2ccccc2-c2ccccc21	-7	-5	4	4	-1	1.0	0.8	3	17
COc1cc2c(cc1OC)C(C(=O)Nc1ccc3c(c1)OCCO3)C1c3ccccc3CCN1C2=O (stereo not drawn)	8	1	-3	-3	-5	-0.7	0.6	-6	18
CN1/C(=C\C(=O)c2cccnc2)Sc2ccccc21	12	-7	-2	1	4	-1.1	-0.1	-11	-13
COc1ccc(Nc2ncnc3nc[nH]c23)cc1OC	6	-2	1	4	5	0.1	0.6	nt	16
